# USP2a inh: qHTS Assay for Inhibitors of Ubiquitin-specific Protease USP2a Using CHOP2 as the Reporter; Ubiquitin carboxyl-terminal hydrolase 2 (Homo sapiens), O75604; USP2 core, Ub-CHOP2 coupled fluorogenic reporter, 485/531; Potency, µM (doses to about 38.3 µM), for the others: top-dose activity change, negative = inhibition, usual class: inhibitors; actives 0.01% (n = 330,000); AID 463254, 2010;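 further: potency means the concentration at half of the fitted maximal effect; plate controls were DMSO wells for no effect and full inhibition by NEM control for full effect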
#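 Deubiquitinase activity read as fluorescence (485/531 nm) after Ub-CHOP2 cleavage activates the enterokinase reporter on its substrate; USP2 core 10nM, Ub-CHOP2 and substrate 25nM each, 30min compound preincubation then 60min RT; data normalized to NEM, curves fitted.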
# TSHR antag: Antagonists of the Thyroid Stimulating Hormone Receptor: HTS campaign | Thyrotropin receptor (Homo sapiens), P16473 | TSHR-expressing cells, TSH-stimulated cAMP HTRF, 2 h; hits give low values | activity change, negative = inhibition, % at 11.5 µM | actives 0.2% (n = 330,000);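 active means activity change below a set negative limit, meaning inhibition stronger than a set level, cut at about -70% in these data; inconclusive means activity change between two set negative limits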; further: on the % scale 0 is the no-effect control and ±100 the full control effect
# Target sequence (P16473 whole entry, looked up): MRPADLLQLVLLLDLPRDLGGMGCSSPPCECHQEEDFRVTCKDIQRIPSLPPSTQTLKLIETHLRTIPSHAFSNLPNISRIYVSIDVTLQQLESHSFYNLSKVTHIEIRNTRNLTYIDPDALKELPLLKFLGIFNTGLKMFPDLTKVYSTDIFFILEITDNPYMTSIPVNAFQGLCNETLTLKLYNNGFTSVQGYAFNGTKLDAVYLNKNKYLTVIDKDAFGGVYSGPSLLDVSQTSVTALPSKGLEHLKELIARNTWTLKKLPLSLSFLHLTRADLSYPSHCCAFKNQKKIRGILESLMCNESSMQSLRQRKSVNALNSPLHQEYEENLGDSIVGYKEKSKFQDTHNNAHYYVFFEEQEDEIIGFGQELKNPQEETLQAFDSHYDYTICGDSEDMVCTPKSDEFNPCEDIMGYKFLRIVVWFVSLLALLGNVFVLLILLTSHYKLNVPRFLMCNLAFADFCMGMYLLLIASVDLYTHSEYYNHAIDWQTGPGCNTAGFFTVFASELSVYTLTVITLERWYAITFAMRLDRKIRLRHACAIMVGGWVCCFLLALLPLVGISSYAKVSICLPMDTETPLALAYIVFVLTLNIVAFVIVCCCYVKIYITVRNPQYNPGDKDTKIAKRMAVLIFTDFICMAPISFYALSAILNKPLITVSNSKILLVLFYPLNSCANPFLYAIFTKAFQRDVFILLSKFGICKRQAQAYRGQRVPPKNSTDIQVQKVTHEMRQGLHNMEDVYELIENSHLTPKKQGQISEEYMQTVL
#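 Read-out is FRET at 665 nm (cryptate excitation 337 nm) from a cryptate-tagged anti-cAMP antibody, competed by cell cAMP against cAMP-d2. Compounds are tested on freshly harvested TSHR cells challenged with 4nM TSH (EC80) for 2 hours at 37 deg C.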
# KCNH2 WT inh: qHTS for Inhibitors of KCHN2 3.1: Wildtype qHTS; Voltage-gated inwardly rectifying potassium channel KCNH2 (Homo sapiens), Q12809; U2OS, BacMam KCNH2, thallium flux FluxOr; hits give low values; activity change, % at 1.84 µM; actives 0.37% (n = 340,000);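 active means maximum activity change below -70%; inconclusive means maximum activity change between -70% and -50%; inactive means maximum activity change above -50%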; further: on the % scale 0 is the no-effect control and ±100 the full control effect
#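 U2OS cells were transduced with wild-type KCNH2 virus (2.03 x 10^8 / mL) for 4 h at room temperature, then cultured overnight at 37 C. Thallium flux was read with FluxOr dye. Rate constants were normalized to DMSO controls.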
# Eya2 phos inh: qHTS Assay for Inhibitors of the Phosphatase Activity of Eya2. Protein phosphatase EYA2 (Homo sapiens), O00167. recombinant Eya2, OMFP fluorescence dephosphorylation (OMFP is methylfluorescein phosphate). Potency, µM (top dose mostly 76.9 µM), without a hit: at the top dose activity, negative = inhibition, actives largely listed as inhibitors. actives 0.006% (n = 330,000). AID 488837, 2010; further: potency means the concentration at half of the fitted maximal effect; on the % scale 0 is the no-effect control and ±100 the full control effect
#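 Eya2 protein (added as 0.2 uM solution) was preincubated with compound for 10 min at ambient temperature in 50 mM HEPES pH 7.5, 50 mM NaCl, 5 uM MgCl2, 0.05% BSA, 1 mM DTT. OMFP (added at 50 uM) then reacted 10 min; fluorescence read at 485/525 nm.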
# TRPV1 agonist: HTS Assay for Compounds that Act as Agonists of the Vanilloid Receptor 1. AID 540275, 2011. TRPV1-expressing cells, Fluo-8 calcium influx, agonist mode. activation, % at 8.33 µM. actives 0.19% (n = 320,000). Transient receptor potential cation channel subfamily V member 1 (Homo sapiens), Q8NER1; in the data active means activation above about 80%; inconclusive means between about 30% and that limit; further: 0% is about no effect
#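 Cells expressing TRPV1 were dye-loaded with Fluo-8 and read kinetically: 10 s baseline, 3 min after compound (agonist portion), then 2 min after EC20 capsaicin (allosteric enhancer portion). Calcium-bound dye fluorescence at 480/520 nm.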
# ELG1 DNA repair: qHTS screen for small molecules that inhibit ELG1-dependent DNA repair in human embryonic kidney (HEK293T) cells expressing luciferase-tagged ELG1; HEK293T ELG1-luciferase reporter, luminescence, 16 h; DNA damage induced by 5-fluorouridine; Potency, µM (titrated, usually from 46.1 µM), without a hit: at the top dose activity change, negative = inhibition, hits mostly inhibitors; actives 2.3% (n = 330,000); further: potency means the concentration at half of the fitted maximal effect; on the % scale 0 is the no-effect control and ±100 the full control effect; nearly all actives have a fitted effect of over 55% in size
#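 Overnight (16 hr) co-exposure of 2,000 cells/well to 5-fluorouridine and compound at 37 °C preceded detection. Luciferase was quantified via ONE-Glo luminescence; loss of signal denotes inhibition.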
# TCR activator: Activators of T cell receptors: qHTS campaign; 330,000 tested, under 10 active; primary human leukocytes, anti-CD3, IL-2 HTRF, 48 h; Potency, µM (top dose mostly 9.22 µM), for inactives: top-dose activation of IL-2 secretion, most hits filed as activators; AID 504894, 2011; further: % of control where 0% means no effect
#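 Primary human leukocytes incubated 48 hr with anti-CD3 beads plus compound, without co-stimulation. Secreted IL-2 measured by HTRF (europium cryptate/d2 anti-IL-2 pair, 320 nm excitation, 665 nm emission).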
# AT treatment: qHTS Assay for Identifying a Potential Treatment of Ataxia-Telangiectasia; Potency, µM (doses to about 57.5 µM), for inactives: at the top dose activation, usual class: activators; actives 0.19% (n = 320,000); AID 485349, 2010; […] A-T fibroblasts, KAP-1 phosphorylation AlphaLISA; neocarzinostatin DNA damage 30 min before lysis; further: potency means the concentration at half of the fitted maximal effect; % of control where 0% means no effect; nearly all actives have a fitted effect of over 45% in size
#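 hTERT-immortalized A-T patient fibroblasts ([…]), 500 cells/well in OPTI-MEM, 1% FBS, got compounds for 60 min, then NCS for 30 min at 37C. Lysates were then assayed for phospho-KAP-1 by AlphaLISA (anti-pKAP1 donor, anti-KAP1 acceptor beads), 6 hr at 25C.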
# KCNH2 3.1 block: qHTS for Inhibitors of KCHN2 3.1: Mutant qHTS | Potassium voltage-gated channel subfamily H member 2, brain isoform KCNH2 3.1 (human) | U2OS KCNH2 3.1, thallium flux FluxOr; hits give low values | activity change, % (tested at about 1.8 µM) | actives 0.95% (n = 340,000);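 active means maximum activity change below -70%; inconclusive means maximum activity change from -70% to -50%; inactive means maximum activity change above -50%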;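 further: thallium influx rate constant from kinetic fluorescence after stimulation buffer; on the % scale 0 is the no-effect control and ±100 the full control effect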
#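 Steps: virus added to U2OS suspension (4 h, RT, dark); medium with 10% FBS added, cells plated, 37 C overnight; FluxOr/Red40 loading buffer 45 min RT; stimulation buffer, 2 min kinetic read; rate constant normalized.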
# Mito fusion yeast: qHTS Assay for Small Molecule Inhibitors of Mitochondrial Division or Activators of Mitochondrial Fusion. actives 0.23% (n = 320,000). S. cerevisiae fusion-defective mutant growth rescue, CellTiterGlo 48 h. Potency, µM (highest dose often 46.1 µM), for inactives: top-dose growth rescue (activation), most hits filed as activators;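 further: potency means the concentration at half of the fitted maximal effect; % of control where 0% means no effect; nearly all actives have a fitted effect of over 45% in size; temperature-sensitive fusion mutants such as fzo1-1 at 37 °C on non-fermentable ethanol glycerol medium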
#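 S. cerevisiae fusion-defective temperature-sensitive mutants (e.g. fzo1-1, mgm1-5) grown 48 h at 37C in YPEG (ethanol/glycerol non-fermentable) medium with 23 nl compound per well; growth rescue read as CellTiterGlo luminescence.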
# Starred values were filed as active, the others as inactive; i = inactive; u = inconclusive; x = not tested or not shown; [ ] = dose if it differs, or a comment. Unless noted, the call rests on the fitted dose curve; in most records, active means well fitted curve in the direction sought with a large enough effect; inconclusive means small, poorly fitted or top-dose-only effect, or another doubt; inactive means no such curve, though single readings can be large; an effect the other way counts as inactive or inconclusive. Not all compounds are listed. The share of hits here may be higher or lower than overall.
SMILES,USP2a inh,TSHR antag,KCNH2 WT inh,Eya2 phos inh,TRPV1 agonist,ELG1 DNA repair,TCR activator,AT treatment,KCNH2 3.1 block,Mito fusion yeast
O=C(Cn1ncc2c(=O)oc3ccccc3c21)Nc1nc2ccccc2s1,0%,6,x,-9%,1,16%,x,-2%,x,-1%
Cc1cccc2c(CC(=O)O)noc12,3%,0,-3,-1%,2,23%,8%[46.1 µM],7%,-2,9%
CN(CC(=O)Nc1nc2ccccc2s1)S(=O)(=O)c1ccc(Br)cc1,-2%,-23,21,-20%,0,u,x,2%,10,3%
CC(C)Sc1nnc(SCC(=O)NCCCN2CCCC2=O)s1,1%,-17,1,17%,-1,8%,2%,-1%,14,-9%
Cc1ccc(CN(C)C(=O)c2ccccc2Sc2ccccc2C#N)cc1,4%,-6,-13,3%,2,-1%,-7%,-11%,0,2%
Cc1ccc(CCNC(=O)CS(=O)Cc2nc(-c3ccccc3F)oc2C)cc1 (stereo not drawn),-2%,-1,-16,10%,0,u,1%,3%,6,27%
CCn1c(SCC(=O)Nc2ccc(OC)cc2)nc2nc3c(cc2c1=O)CCCC3,-1%,-9,3,7%,8,u,0%,-23%,-10,4%
O=C(Nc1ccc(C(=O)O)cc1)Nc1cccc([N+](=O)[O-])c1,3%,-7,7,-7%,0,11%,-8%[46.1 µM],3%,0,0%
CC(C)C(C(=O)NCC1CCCO1)N(Cc1ccco1)C(=O)CNS(=O)(=O)c1ccc(F)cc1 (stereo not drawn),6%,-3,-21,16%,-2,-2%,-7%,3%,-22,-3%
CC(C)(C)C1CCC(=O)N(CCSc2ccccc2)CC1 (stereo not drawn),-4%,-12,-7,-19%,u,u,0%,-1%,-8,5%
CC(=O)c1c(C)[nH]c(C(=O)Nc2nc(-c3ccc(Cl)cc3)cs2)c1C,1%,14,-3,6%,-7,u,-3%[46.1 µM],-14%,-20,-2%
CN(Cc1ccccc1)C(=O)CNC(=O)Cn1cnc2ccccc2c1=O,2%,6,15,6%,0,2%,-7%,4%,1,-3%
Cc1ccc(Nc2ccc(C(=O)NC3CCCCC3)cn2)cc1,-4%,-3,-2,5%,-1,u,-6%,0%,13,-5%
CC(C(=O)O)N(C(=O)c1ccccc1)c1ccc(F)cc1 (stereo not drawn),2%,12,-10,2%,-2,7%,5%,-1%,-3,-3%
COc1ccc(N(C(=O)c2cccnc2)S(=O)(=O)c2cccs2)cc1,1%,-8,1,1%,0,-1%,-11%,2%,-2,u
COCCN(CCOC)c1nc(S(=O)(=O)c2ccc(C)cc2)c(Cl)s1,-1%,-6,-5,-43%,u,u,0%,-3%,4,3%
CC(C(=O)OCC(=O)N1CCN(c2ccccc2)CC1)N1C(=O)c2ccccc2C1=O (stereo not drawn),-1%,-6,10,-2%,-1,2%,3%,-4%,-4,0%
COc1cc(OC)c(C(=O)NNC(=O)CN(C)S(=O)(=O)c2ccc(Cl)cc2)cc1OC,3%,13,-28,-6%,-2,6%,1%,-5%,-1,-2%
Cc1ccc2c(c1)-c1c(ssc1=S)C(C)(C)N2C(=O)CN1C(=O)c2ccccc2C1=O,3%,2,-3,-10%,3,0%,2%,-2%,0,-2%
CCCC(CCC)C(=O)Nc1cccc(-c2cn3c(n2)SCC3)c1,1%,-3,2,-4%,-1,-1%,-2%,-1%,8,-27%
O=C(O)c1sc2cc(C(F)(F)F)cnc2c1-c1ccccn1,-1%,-6,-11,-1%,-3,0%,-2%,-4%,-14,8%
O=C(NC1(C(F)(F)F)NC(=O)N(CCc2ccccc2)C1=O)C1CC1 (stereo not drawn),0%,23,-5,-6%,-2,-1%,0%[46.1 µM],-2%,-5,1%
CCCN(C(=O)CSc1nc2ccccc2n1CC)C1CCS(=O)(=O)C1 (stereo not drawn),3%,17,9,-4%,-3,u,6%,4%,3,-1%
Cc1ccc(CNC(=O)C23CN(Cc4ccccc4)CC2C(c2ccc([N+](=O)[O-])cc2)=NO3)o1 (stereo not drawn),0%,-12,-27,-21%,1,u,-10%,3%,-33,8%
Cc1cc(NC(=O)CSCc2nc(-c3cccc(Cl)c3)oc2C)no1,-1%,-4,-14,-6%,2,-6%,0%,-4%,4,-1%
O=[N+]([O-])c1ccc(O)c(C2=NNC(c3ccccc3F)C2)c1 (stereo not drawn),-1%,-39,5,2%,7,u,1%,-11%,5,6%
CCSc1nc(N2CCOCC2)c2c(c1C#N)CCCC2,2%,-25,5,-3%,20,u,0%,9%,1,5%
Cc1noc(C)c1CC(=O)Nc1ccc2c(c1)OCO2,1%,7,-3,u,1,u,6%,-3%,0,1%
Cc1cc(Nc2cccc(C(F)(F)F)c2)n2nc(C)nc2n1,-2%,-6,0,-33%,3,0%,4%,12%,2,7%
CCCCS(=O)(=O)NC1=NCN(Cc2ccco2)CN1,-3%,10,10,8%,1,21%,5%,13%,-11,-1%
S=C(NCC1CCCO1)N1CCN(c2ccccc2)CC1 (stereo not drawn),-4%,0,-1,-3%,u,u,-2%,-2%,14,-6%
Cc1nn(CCCC(=O)NCCc2ccccc2)c(=O)c2nn(-c3ccccc3)c(C)c12,5%,-7,-15,0%,-1,-5%,14%,-11%,14,1%
Cc1cccc(NC(=O)C2(c3cccs3)CCOCC2)c1,-1%,8,3,0%,8,0%,-8%[46.1 µM],x,0,-1%
COc1ccc(NC(C)=O)cc1NC(=O)CN1CCN(C(=O)c2ccco2)CC1,-1%,-1,2,-28%,x,5%,2%,-7%,0,-4%
CCc1sc(N(C(=O)Cc2ccccc2)c2ccc(F)cc2)nc1-c1ccccc1,4%,5,15,16%,-1,-6%,-1%,4%,-6,0%
C[C@@H](C(=O)NCCc1c[nH]c2ccccc12)[C@@H]1C[C@@]1(C)[C@@H](NC(=O)OCc1ccccc1)c1ccccc1,-13%,-14,x,1%,-14,u,1%,20%,x,4%
O=C(Nc1ccccc1N1CCCC1)c1ccc(N2CCCC2=O)cc1,1%,-10,-1,29%,0,0%,5%,6%,-4,7%
Cc1sc2nc(CN(C(=O)NC3CCCCC3)C3CCCCC3)[nH]c(=O)c2c1C,-1%,18,-8,-3%,4,u,-2%[46.1 µM],x,-1,-3%
Cc1cc(/C=N/O)c(C)n1-c1ccccc1,3%,5,i,-5%,-1,u,-2%,-7%,-12,5%
COc1ccccc1NC(=O)C/C(N)=N/OCC(=O)Nc1cccc(Cl)c1,6%,x,-13,-4%,x,5%,2%,-9%,13,x
COc1cc(N2C(=O)c3ccccc3C2=O)c(Cl)cc1C(=O)OCC(=O)N1CCOCC1,5%,-3,x,8%,0,5%,0%,-3%,-9,-1%
CCO[C@H]1OC(C(=O)N2CCOCC2)=C[C@@H](c2ccc(Br)cc2)[C@@H]1CCCO,0%,-8,-2,1%,18,-2%,-1%,-8%,-6,-1%
O=C(O)c1ccccc1NS(=O)(=O)c1cccc(N=Nc2c(O)[nH]c(=S)[nH]c2=O)c1,0%,6,-3,11%,-4,-7%,11%,-17%,-1,-4%
CCCCC(=NCCO)C1=C(O)C(C(=O)OC)C(C)(C)CC1=O (stereo not drawn),1%,-6,1,7%,-6,6%,5%,-8%,-3,-5%
CC1CC(=O)c2cnc(N3CCOCC3)nc2C1 (stereo not drawn),-6%,15,9,-15%,4,u,x,x,11,-1%
CCOc1ccc(Nc2nc3c(c(=O)[nH]2)CCCC3)cc1,0%,-2,-22,8%,-1,u,10%,-1%,5,-2%
CCOC(=O)c1cnn(-c2ncnc3c2cnn3C)c1N,-7%,9,3,-4%,3,u,2%,-9%,2,1%

# Screens (PubChem)
